High-throughput results from PubChem.
DDE Tn6 FP inh: inhibitors of Tn6 peptide binding to human fibrin DD(E); hit rate 0.21% among 370,000; Fibrin DD(E) TRITC-Tn6 fluorescence polarization displacement; AID 720509; inhibition, % at 8.3 µM;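 active means inhibition above a per-campaign cutoff: mean of compounds within control limits plus 3 SD, cut at about 15% in these data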;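 further: 0% = median of all compound wells on the plate and 100% = blocking peptide control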
sPLA2-III inh: Blocks human group III sPLA2 activity | Q9NZ20 | QFRET BODIPY PC-A2 liposome hydrolysis, fluorescence | inhibition, % at 12.2 µM | hit rate 0.56% among 370,000 | AID 743126;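 active means inhibition above mean plus 3 SD of compounds lying within the high and low control bounds, cut at about 19% in these data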;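 further: 0% = median of test compound wells and 100% = no enzyme DMSO wells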
Target sequence (Q9NZ20 whole entry, looked up): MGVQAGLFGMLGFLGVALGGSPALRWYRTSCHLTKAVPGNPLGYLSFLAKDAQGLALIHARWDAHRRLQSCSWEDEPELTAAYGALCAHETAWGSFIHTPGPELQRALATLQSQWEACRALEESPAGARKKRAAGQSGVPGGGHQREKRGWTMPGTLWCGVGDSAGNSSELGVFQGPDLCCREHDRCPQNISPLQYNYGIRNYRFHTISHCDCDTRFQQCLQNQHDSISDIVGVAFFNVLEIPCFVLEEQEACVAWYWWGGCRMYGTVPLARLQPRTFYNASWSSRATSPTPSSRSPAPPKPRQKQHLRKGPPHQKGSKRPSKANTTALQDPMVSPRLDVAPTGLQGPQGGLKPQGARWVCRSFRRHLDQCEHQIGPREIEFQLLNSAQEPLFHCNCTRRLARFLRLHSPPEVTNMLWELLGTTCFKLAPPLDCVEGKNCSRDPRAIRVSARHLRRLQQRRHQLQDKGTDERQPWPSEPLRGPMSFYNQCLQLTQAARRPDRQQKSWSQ
PLC-beta3 inh: PLC-beta3 (human) inhibition, primary screen; Purified PLC-beta3, fluorogenic substrate, fluorescence; inhibition, % at 12.2 µM; hit rate 0.18% among 370,000; in the data active means inhibition above about 11%;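 further: 0% = median of compound wells on plate and 100% = full blocker control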
ARFGAP1 inhibitor: inhibitors of rat ARFGAP1 | Q62848 | Arfgap1-stimulated ARF1 GTP hydrolysis, GDP FP detection | inhibition, % at 16.5 µM | hit rate 0.26% among 360,000;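 active means inhibition above a per-plate limit, mean inhibition of low control wells plus 3 SD, cut at about 25% in these data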;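 further: 0% = DMSO wells with enzyme and 100% = wells lacking Arfgap1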
Target sequence (Q62848 1-136 limits assumed): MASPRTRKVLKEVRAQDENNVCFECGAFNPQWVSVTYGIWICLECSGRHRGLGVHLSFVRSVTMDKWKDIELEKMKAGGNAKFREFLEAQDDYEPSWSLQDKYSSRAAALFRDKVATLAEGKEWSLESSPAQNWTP
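Assay system: Rat Arfgap1 GAP domain (His6, aa 1-136), purified enzyme | Buffer or medium: HEPES 25 mM pH 7.5, NaCl 150 mM, MgCl2, DTT | Schedule: GTP hydrolysis reaction 2 h at 25 °C | Signal: FP of antibody-bound GDP Alexa 633 tracer, ex 620/em 688 nm | Measure: Percent inhibition of Arfgap1-stimulated GTP hydrolysis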
Rev-erbA mod: modulators of human Rev-erb alpha DNA binding; P20393; Rev-erbα–FITC-DNA binding, fluorescence polarization, 90 min; activity, % at 10 µM; hit rate 0.79% among 370,000; AID 1259318;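 active means activity above about 14%, limit read from the data; passing the limit was not always enough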;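 further: 0% = DMSO wells with 35 nM protein and 100% = DMSO wells with 750 nM protein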
DDE Tn7 FP inh: inhibitors of Tn7 peptide binding to human fibrin DD(E) | FP displacement of FITC-Tn7 peptide from fibrin DD(E); 0% = median of compound wells per plate | inhibition, % at 8.3 µM | hit rate 0.13% among 370,000;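 active means inhibition above the mean of compounds falling within the control limits plus 3 SD of them, cut at about 14% in these data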;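 further: 0% = plate median of compound wells and 100% = 10 µM Aha-Tn7 peptide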
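Measure: % inhibition scaled between sample-field median and high-control FP; Test system: human fibrin DD(E); Quantity: 2 µM final DD(E) protein; Doses: one dose, 8.3 µM nominal; Schedule: compound with protein 10 min, then 3 h after probe, room temperature; Detection: fluorescence polarization; Medium: Tris buffer with calcium and detergent, pH 7.8.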
UHRF1 binding: UHRF1 methyl-DNA binding inhibition; Q96T88; UHRF1 binding to methylated oligo, TR-FRET; inhibition, % at 4.4 µM; hit rate 0.75% among 370,000; in the data active means inhibition above about 21%;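 further: UHRF1 SRA domain binding a hemimethylated CpG hairpin DNA probe; 0% = median of test compound wells and 100% = reference inhibitor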
KLK7 zymogen act: activators of human kallikrein-7 zymogen; P49862; purified proKLK7, EDANS-DABCYL substrate fluorescence; 100% is mature enzyme control, 0% vehicle; activation, % at 7 µM; hit rate 0.9% among 370,000; AID 652039;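 active means activation above the mean of all tested compounds plus 3 SD, computed per campaign excluding outliers beyond control limits, cut at about 13% in these data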
PLC-gamma1 inh: inhibitors of human phospholipase C gamma1 | hit rate 0.84% among 370,000 | purified PLC-gamma1, fluorogenic substrate, fluorescence | P19174 | inhibition, % at 12.2 µM; in the data active means inhibition above about 9.5%
ASAP1 GAP inh: ASAP1 ArfGAP inhibition; Q9ULH1; ASAP1-stimulated ARF1 GTP hydrolysis, GDP FP detection; inhibition, % at 16.5 µM; hit rate 0.19% among 360,000; AID 624377; in the data active means inhibition above about 25%;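 further: 0% = vehicle with enzyme and substrate and 100% = no enzyme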
Target sequence (Q9ULH1 325-724 limits assumed): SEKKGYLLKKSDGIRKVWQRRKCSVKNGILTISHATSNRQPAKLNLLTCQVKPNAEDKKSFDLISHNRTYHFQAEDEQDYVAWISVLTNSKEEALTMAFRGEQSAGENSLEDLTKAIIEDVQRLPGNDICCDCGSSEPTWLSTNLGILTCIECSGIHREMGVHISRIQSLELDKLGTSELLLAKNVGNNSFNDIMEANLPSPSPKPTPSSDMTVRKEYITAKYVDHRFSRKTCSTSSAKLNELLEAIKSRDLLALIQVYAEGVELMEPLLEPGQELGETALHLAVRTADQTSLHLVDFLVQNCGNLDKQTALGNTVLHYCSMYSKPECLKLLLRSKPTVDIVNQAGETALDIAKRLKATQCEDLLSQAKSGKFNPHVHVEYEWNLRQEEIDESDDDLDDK
Active calls of the source: *; . = no result given.

SMILES	DDE Tn6 FP inh	sPLA2-III inh	PLC-beta3 inh	ARFGAP1 inhibitor	Rev-erbA mod	DDE Tn7 FP inh	UHRF1 binding	KLK7 zymogen act	PLC-gamma1 inh	ASAP1 GAP inh
Cc1cc(C)n(CCNC(=O)c2cc(COc3ccc4ncccc4c3)on2)n1	4	-4	-6	-3	4	-8	-2	0.3	1	5
COC(=O)c1oc2ccccc2c1-n1cccc1	6	4	0	16	4	-1	-2	-0.4	0	8
Cc1nc2ccc(C(C(F)(F)F)(C(F)(F)F)C(F)(F)F)cc2[nH]1	4	12	4	-4	-2	-5	3	0.5	3	-1
CCOC(=O)Cn1c(S(=O)(=O)Cc2cccc(F)c2)nc(-c2ccccc2)c1-c1ccccc1	-13	-5	0	-5	7	-7	4	0.8	-1	-2
CCCCCCCCCn1cc(C(C)=O)c(=O)[nH]c1=O	-8	10	4	9	0	-2	9	-0.4	3	14
CC(C)c1ccc(S(=O)(=O)N2CCC(C(=O)NCC3(N(C)C)CCCCC3)CC2)cc1	-1	9	-6	12	0	-10	1	-0.3	0	-2
CC1CCN(Cc2c(C(=O)O)nnn2-c2nonc2N)CC1	7	7	-8	-9	.	8	1	0.2	1	1
c1ccc(OCc2nn3c(Cn4cnc5ccccc54)nnc3s2)cc1	1	-8	0	0	-2	2	0	0.1	1	0
CNC(=O)CSc1nnc(-c2ccco2)n1-c1cccc(C)c1	-4	-1	-3	-4	-2	-1	1	-0.4	-3	-8
Cc1ccccc1NC(=O)Nc1cc(S(N)(=O)=O)ccc1C	-10	11	-4	-11	-4	-1	7	-0.5	2	7
CCOC(=O)c1cnn(-c2cc(C)nc3c(-c4ccccc4)cnn23)c1N	3	-3	1	-3	-1	6	-3	0.2	-1	-10
O=C(C[C@@H]1C/C=C\CC[C@H](Cc2ccc(F)cc2)C(=O)OC[C@@H]2CCCN2C1=O)N[C@H](CO)Cc1ccccc1	3	-32	3	1	2	-7	4	0.4	4	20
O=C(COC(=O)c1ccc([N+](=O)[O-])o1)NC12CC3CC(CC(C3)C1)C2	0	5	0	-3	-5	1	-5	1.3	2	-7
CCCCCCCCN1C(=O)[C@@H](CC(=O)NCC23CC4CC(CC(C4)C2)C3)C[C@@]2(C(=O)OC)C1=C[C@H](C1CCCC1)O[C@@H]2C	-1	10	0	-11	5	2	0	0.5	3	-1
O=C(CSc1nc2scc(-c3ccco3)c2c(=O)n1-c1ccccc1)N1CCOCC1	6	4	-8	8	-4	-5	-3	0.1	-5	5
CC(C)P(=O)(Cc1cccc(C#N)c1)C(C)C	1	7	-2	12	-1	0	3	-0.2	0	1
N=c1c(C(=O)NCc2ccc3c(c2)OCO3)cc2c(=O)n3ccccc3nc2n1Cc1cccnc1	-11	0	-78	0	-25	-2	-6	-2.2	-69	9
O=C(CN(C(=O)CCC(=O)Nc1nccs1)c1ccc(F)cc1)NCC1CCCO1 (configuration not stated)	-6	5	0	-4	7	-7	0	0.6	-3	-8
O=C(NCc1ccco1)c1ccc(CS(=O)(=O)c2cccc(C(F)(F)F)c2)o1	-8	-2	-1	12	2	0	0	1.0	-2	-9
Cc1cc(NS(=O)(=O)c2ccc(-c3ccccc3)cc2)no1	6	-26	-1	1	0	2	-1	-0.2	2	4
Cc1cc(C)n2cc(CSc3ccc(Br)cc3)nc2n1	1	3	-57	1	-4	5	1	-0.6	-34	-6
Cc1ccc2nc(-c3ccc(F)cc3)c(Cc3cccc(Cl)c3)n2c1	-9	-9	-21	-9	-6	-4	66*	-0.7	-7	-5
CC1CCCN(C(=O)C2CCN(S(=O)(=O)c3cccc4nonc34)CC2)C1 (configuration not stated)	-13	2	-7	-2	3	-3	-1	0.1	4	0
COc1ccc(S(=O)(=O)N2CCC(C(=O)NCCCN3CCOCC3)CC2)cc1	8	-3	-7	4	-2	-2	-1	0.4	2	-10
O=C(NCc1ccccc1)C1=C[C@H](c2coc3ccccc3c2=O)C[C@H](OCc2ccc(CO)cc2)O1	-7	-13	-4	15	0	2	1	0.7	0	-11
The listing continues:
SMILES	DDE Tn6 FP inh	sPLA2-III inh	PLC-beta3 inh	ARFGAP1 inhibitor	Rev-erbA mod	DDE Tn7 FP inh	UHRF1 binding	KLK7 zymogen act	PLC-gamma1 inh	ASAP1 GAP inh
CCCSc1nnc(CSc2nc(C)cc(C)n2)n1C	-5	1	4	9	2	1	0	0.5	2	-1
COc1ccc(NC(=O)c2cc3c(CO)cnc(C)c3oc2=Nc2cccc(F)c2)c(OC)c1	3	7	2	8	2	7	-1	-0.1	-1	3
COc1ccccc1C(=O)NC(CCSC)C(=O)NCC(c1cccs1)N1CCOCC1 (configuration not stated)	0	9	-6	11	-10	2	7	-0.7	2	-4
Cc1nnc2c(NC3CCCCC3)nc3ccccc3n12	6	5	-5	10	0	1	2	-0.2	0	15
Cc1c(C(=O)OCC(=O)N(C)Cc2ccccc2)oc2ccccc12	2	1	-9	4	-1	-2	2	0.1	-2	5
CS(=O)(=O)NNC(=O)CN1C(=O)C2C3C=CC(C3)C2C1=O (configuration not stated)	-4	1	3	4	-3	-9	3	0.2	0	-13
CCCCCCCCCCCCCCCC[n+]1cccc(C(=O)N(CC)CC)c1	-4	-16	6	-14	-8	-6	-2	-0.1	0	-9
O=C(Oc1ccc(Br)cc1C(=S)N1CCOCC1)c1ccccc1	5	1	-5	-3	-2	2	-1	-0.1	0	-8
CC1(C)NC(=O)N(CC(O)CN(c2ccccc2)S(=O)(=O)c2ccccc2[N+](=O)[O-])C1=O (configuration not stated)	-3	-2	-7	11	-2	2	-3	-0.2	0	-4
Cn1c(=O)oc2cc(S(=O)(=O)NCCC(=O)NC3CCCC3)ccc21	0	5	4	-2	-3	5	2	0.1	7	7
N#Cc1ccccc1OCC(=O)N(C1CCCCC1)C1CCS(=O)(=O)C1 (configuration not stated)	-1	13	-4	7	0	0	2	0.2	4	6
COc1ccc(-c2[nH]c(-c3cccc(OC)c3)nc2SCC(=O)NC2CCCC2)cc1	-2	-1	-25	7	-1	1	-1	0.5	-17	8
Cc1cc(C)c(S(=O)(=O)N2CCN(C(=O)CCn3nc(C)c(C)c3C)CC2)c(C)c1	4	9	-6	4	-3	1	5	0.5	1	0
Cc1ccccc1NN=Nc1nc2c([nH]1)c(=O)n(C)c(=O)n2C	1	2	-1	-2	2	-5	-4	0.5	-1	-2
O=C(OCc1cn([C@H]2C[C@H](c3ccccc3)N(CC3CCCCC3)C[C@@H]2O)nn1)c1ccccc1	-2	-12	-2	6	-2	-7	0	0.6	-4	14
COc1cc(NC(=O)CCc2c(C)noc2C)c(Cl)cc1C(=O)O	7	3	4	5	-2	-2	1	-0.2	-1	3
COc1ccc(CN2CC(C(=O)NCCN3CCN(c4ccccc4F)CC3)CC2=O)cc1 (configuration not stated)	-7	6	4	3	-2	2	-3	-0.4	3	-9
CN(Cc1ccco1)S(=O)(=O)c1nnc(NC(=O)c2cccc(Cl)c2)s1	-1	-2	-62	-14	-2	-4	4	0.1	-33	3
CC1(C)CC(=O)c2sc(NC(=O)c3cccs3)nc2C1	9	-4	-17	-2	-4	1	-2	-0.2	-15	-6
CCOC(=O)C1CCN(c2c(NC3CCCCCCC3)c(=O)c2=O)CC1	1	11	-4	3	-2	7	3	0.3	2	2
Cc1cc(Cl)ccc1C(=O)C1CCCN(C(=O)c2cnsn2)C1 (configuration not stated)	-3	-1	1	-3	3	-4	3	-0.5	5	-2
Cc1csc(NC(=O)c2ccoc2C)n1	9	-4	-3	-7	-4	-1	0	-0.1	-2	-5
O=C(Nc1cccc(Cl)c1)Nc1ccc(Br)cc1F	-13	10	2	1	1	4	1	0.5	1	5
CN(C(=O)c1cccc(NC(=O)Cc2ccccc2)c1)c1ccccc1	6	8	-8	0	1	3	4	1.1	-1	-6
CCOc1ccccc1Oc1c(C)oc2cc(OC(=O)c3ccco3)ccc2c1=O	4	2	-430	3	2	-3	-1	28*	-286	-8
O=C(COc1ccc(Br)cc1)N(Cc1ccco1)C1CCS(=O)(=O)C1 (configuration not stated)	6	4	1	-4	-9	6	-1	-0.1	-2	-16
Cc1nn(C(=O)c2cc3sccc3[nH]2)c(C)c1C	-8	-2	-5	1	7	2	-3	0.3	-4	-12

UHRF1 binding: entries above that show a hit
SMILES	DDE Tn6 FP inh	sPLA2-III inh	PLC-beta3 inh	ARFGAP1 inhibitor	Rev-erbA mod	DDE Tn7 FP inh	UHRF1 binding	KLK7 zymogen act	PLC-gamma1 inh	ASAP1 GAP inh
Cc1ccc2nc(-c3ccc(F)cc3)c(Cc3cccc(Cl)c3)n2c1	-9	-9	-21	-9	-6	-4	66*	-0.7	-7	-5

Structures from the list above containing a furan ring, fused or not:
SMILES	DDE Tn6 FP inh	sPLA2-III inh	PLC-beta3 inh	ARFGAP1 inhibitor	Rev-erbA mod	DDE Tn7 FP inh	UHRF1 binding	KLK7 zymogen act	PLC-gamma1 inh	ASAP1 GAP inh
COC(=O)c1oc2ccccc2c1-n1cccc1	6	4	0	16	4	-1	-2	-0.4	0	8
CNC(=O)CSc1nnc(-c2ccco2)n1-c1cccc(C)c1	-4	-1	-3	-4	-2	-1	1	-0.4	-3	-8
O=C(COC(=O)c1ccc([N+](=O)[O-])o1)NC12CC3CC(CC(C3)C1)C2	0	5	0	-3	-5	1	-5	1.3	2	-7
O=C(CSc1nc2scc(-c3ccco3)c2c(=O)n1-c1ccccc1)N1CCOCC1	6	4	-8	8	-4	-5	-3	0.1	-5	5
O=C(NCc1ccco1)c1ccc(CS(=O)(=O)c2cccc(C(F)(F)F)c2)o1	-8	-2	-1	12	2	0	0	1.0	-2	-9
Cc1c(C(=O)OCC(=O)N(C)Cc2ccccc2)oc2ccccc12	2	1	-9	4	-1	-2	2	0.1	-2	5
CN(Cc1ccco1)S(=O)(=O)c1nnc(NC(=O)c2cccc(Cl)c2)s1	-1	-2	-62	-14	-2	-4	4	0.1	-33	3
Cc1csc(NC(=O)c2ccoc2C)n1	9	-4	-3	-7	-4	-1	0	-0.1	-2	-5
CCOc1ccccc1Oc1c(C)oc2cc(OC(=O)c3ccco3)ccc2c1=O	4	2	-430	3	2	-3	-1	28*	-286	-8
O=C(COc1ccc(Br)cc1)N(Cc1ccco1)C1CCS(=O)(=O)C1 (configuration not stated)	6	4	1	-4	-9	6	-1	-0.1	-2	-16
